KB-V1 MDR tox: KB-V1 MDR subline cytotoxicity; KB-V1 MDR cells viability, CellTiter-Glo, 72 h; Potency, µM (titrated, usually from 46.1 µM), inactives show at the top dose activity change, negative = cytotoxicity, usual class: cytotoxic; 3.4% of 400,000 active; AID 1347076; further: on the % scale 0 is the no-effect control and ±100 the full control effect; nearly all actives have a fitted effect of over 60% in size
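KB-V1 cells (P-gp-expressing MDR subline of KB-3-1) in phenol-red-free DMEM with 10% FBS were exposed to library compounds over a concentration series for 72 h at 37 degrees C. Viability read by CellTiter-Glo luminescence; concentration-effect curves fitted after normalization.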
SW480 rereplic: induces DNA re-replication in SW480 colon adenocarcinoma cells; SW480 DNA re-replication, Hoechst DNA content imaging, 48 h; Potency, µM (titrated, usually from 46.1 µM), inactives show at the top dose re-replication activation, hits mostly activators; 1.8% of 340,000 active; further: % of control where 0% means no effect; nearly all actives have a fitted effect of over 55% in size
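Treated cells incubate 48 hr (37 C, 5% CO2), are stained 40 min with Hoechst, and nuclear fluorescence is enumerated; a rise in nuclei with high DNA signal marks re-replication.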
GLP1R cytotox: cytotoxic in the GLP-1 receptor inverse agonist counter-screen | HEK293 cAMP-luciferase reporter cells, luminescence, 24 h | Potency, µM (doses to about 38.3 µM), for inactives: at the top dose activity change, negative = inhibition, actives largely listed as inhibitors | 0.13% of 410,000 active | AID 624418;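 further: loss of luciferase light is scored as toxicity; on the % scale 0 is the no-effect control and ±100 the full control effect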
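Seeding density was 200 cells/uL; after overnight-length (12 h) culture, 23 nL compounds went on for 24 h at 37 °C. Readout used a luciferase detection reagent, luminescence taken after 12 min at room temperature.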
KB-3-1 tox: KB-3-1 parental cell cytotoxicity; 1.4% of 400,000 active; KB-3-1 viability, CellTiter-Glo ATP luminescence, 72 h; Potency, µM (top dose mostly 46.1 µM), without a hit: at the highest dose activity change, negative = cytotoxic, most hits filed as cytotoxic; further: on the % scale 0 is the no-effect control and ±100 the full control effect; nearly all actives have a fitted effect of over 60% in size
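Screening of KB-3-1 cells (DMEM, 10% FBS, phenol-red free) ran from lowest to highest compound concentration; after 72 h at 37 °C viability was read luminescently and curves fitted.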
GLP1R inv ag: GLP-1 receptor (human) inverse agonism; HEK293 GLP-1R CRE-luciferase, luminescence, 24 h; GLP-1R form is constitutively active; Potency, µM (titrated, usually from 38.3 µM), for the others: at the highest dose activity change, negative = inhibition, usual class: inhibitors; 1.6% of 410,000 active; AID 624417; further: on the % scale 0 is the no-effect control and ±100 the full control effect; nearly all actives have a fitted effect of over 55% in size
Target sequence (P43220 whole entry, looked up): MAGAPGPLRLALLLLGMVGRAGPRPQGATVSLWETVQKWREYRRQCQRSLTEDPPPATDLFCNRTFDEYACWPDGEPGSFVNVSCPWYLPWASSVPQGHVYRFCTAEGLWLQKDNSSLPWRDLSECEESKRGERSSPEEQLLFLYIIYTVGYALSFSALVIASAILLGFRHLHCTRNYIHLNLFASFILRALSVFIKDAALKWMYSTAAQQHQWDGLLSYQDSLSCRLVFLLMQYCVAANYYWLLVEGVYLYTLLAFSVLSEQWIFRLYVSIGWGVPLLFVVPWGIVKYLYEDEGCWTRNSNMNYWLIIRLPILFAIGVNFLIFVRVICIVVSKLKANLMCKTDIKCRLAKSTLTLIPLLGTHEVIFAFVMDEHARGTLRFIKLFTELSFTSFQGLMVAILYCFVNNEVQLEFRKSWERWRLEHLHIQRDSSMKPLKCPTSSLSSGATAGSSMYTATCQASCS
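HEK293 cells stably co-expressing a cAMP-responsive luciferase reporter and constitutively active GLP-1R were seeded, incubated 12 h, then exposed to compounds for 24 h at 37 C. Luminescence was read 12 min after detection reagent; inverse agonists lower signal.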
HT1080 IDH1KD tx: kills HT-1080 cells with IDH1 knockdown; 2% of 360,000 active; Potency, µM (doses to about 46.1 µM), for the others: at the highest dose activity, negative = toxicity, most hits filed as cytotoxic; HT-1080 IDH1 knockdown viability, ATP luminescence, 48 h;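 further: 0% = DMSO wells and -100% = cell-free medium wells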
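Luminescent ATP read-out (CellTiter-Glo, 10 min at room temperature) after 48 h compound exposure at 37 °C gave viability of IDH1-knockdown HT-1080 cells. Activity was normalised to DMSO and cell-free wells, then fitted as concentration-response curves.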
TDP43 rescue: rescues yeast growth from TDP-43 toxicity | TDP-43 expressing yeast growth rescue, BacTiter-Glo, 24 h | Potency, µM (highest dose often 46.1 µM), for inactives: top-dose growth rescue (activation), hits mostly activators | 1.8% of 410,000 active; further: % of control where 0% means no effect; nearly all actives have a fitted effect of over 50% in size
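Yeast expressing TDP-43 (pregrown in raffinose, seeded at OD600=0.02 in galactose medium) exposed to compounds 24 hr at 30 deg C. Growth read by BacTiter-Glo luminescence; rescue of toxicity appears as increased signal.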
GLP-1R agonist: agonists of human GLP-1 receptor. 0.007% of 380,000 active. AID 624172. HEK293 GLP-1R CRE-luciferase, luminescence, 4-6 h; cells express a hypersensitive GLP-1R form. Potency, µM (doses to about 45.6 µM), inactives show top-dose activation, hits mostly activators. P43220; further: % of control where 0% means no effect
HT1080-NT tox: kills 2HG-producing HT-1080-NT fibrosarcoma cells; 1.6% of 360,000 active; Potency, µM (top dose mostly 46.1 µM), for inactives: top-dose activity, negative = less viability, usual class: cytotoxic; HT-1080-NT fibrosarcoma viability, CellTiter-Glo ATP luminescence, 48 h;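 further: NT is the 2HG producing partner of a matched IDH1 knockdown line; 0% = DMSO-treated cells and -100% = media-only wells without cells; nearly all actives have a fitted effect of over 55% in size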
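Read-out is CellTiter-Glo luminescence after 10 minutes at room temperature, following 48 hours' compound treatment of HT-1080-NT cells (750 cells/well, RPMI, 5% FBS, 37 degrees C).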
The depositor's hits bear a star; i = inactive; ? = inconclusive; . = no result given; & = joins results of further samples; [ ] = dose if it differs, or a comment. The call rests on the fitted dose curve; in most records, active means well fitted curve in the direction sought with a large enough effect; inconclusive means small, poorly fitted or top-dose-only effect, or another doubt; inactive means no such curve, though single readings can be large; an effect the other way counts as inactive or inconclusive. Potency means the concentration at half of the fitted maximal effect.

#1 Cc1ccc(S(=O)(=O)NCC(=O)OC(C)C(=O)NC(=O)NC2CCCCC2)cc1C (centres undefined)
#2 C/C(=N\Nc1ccc(Cl)c(C(=O)O)c1)c1cc2ccccc2o1
#3 COc1ccccc1C(=O)Nc1nnc(-c2ccco2)s1
#4 CCN(C(=O)COC(=O)CCOc1cccc(C)c1)c1c(N)n(Cc2ccccc2)c(=O)[nH]c1=O
#5 O=C(CSc1nccc(=O)[nH]1)Nc1cccc(S(=O)(=O)N2CCOCC2)c1
#6 Cc1ccccc1-n1nnnc1SCC(=O)NC1CC1

Compound,1,2,3,4,5,6
HT1080-NT tox,1%,1%,1%,-7%,5%,4%
SW480 rereplic,-3%,-10%,0%,-12%,-23%,0%
GLP1R inv ag,1%,51%[activator],-23%,3%,2%,0%
KB-3-1 tox,-1%,-12%,11%,-7%,9%,?
GLP-1R agonist,0%,-1%,-2%,-9%,-6%,5%
GLP1R cytotox,2%,-1%,24%,-8%,0%,0%
TDP43 rescue,-2%,7%[9.22 µM],?,-13%,15%,-5%
KB-V1 MDR tox,?,-3%,0%,2%,0%,3%
HT1080 IDH1KD tx,-1%,12%,0%,-6%,11%,6%

Record cards, from the list above. Order of values: HT1080-NT tox	SW480 rereplic	GLP1R inv ag	KB-3-1 tox	GLP-1R agonist	GLP1R cytotox	TDP43 rescue	KB-V1 MDR tox	HT1080 IDH1KD tx
Cc1ccc(S(=O)(=O)NCC(=O)OC(C)C(=O)NC(=O)NC2CCCCC2)cc1C (centres undefined) is entered as 1%	-3%	1%	-1%	0%	2%	-2%	?	-1%
O=C(CSc1nccc(=O)[nH]1)Nc1cccc(S(=O)(=O)N2CCOCC2)c1 is entered as 5%	-23%	2%	9%	-6%	0%	15%	0%	11%

Further entries
#7 Oc1ccc(NCc2ccccc2OCc2ccccc2F)cc1
#8 Cc1ccc(C(=O)NCC(=O)OCCOc2cccc(Cl)c2)cc1
#9 O=C(N/N=C/c1c(Cl)cccc1Cl)c1ccccc1F
#10 O=C(CCC(=O)N1CCN(c2ccccn2)CC1)Nc1nnc(C(F)(F)F)s1
#11 Cc1ccccc1C(=O)Nc1ccc(C(=O)N/N=C/c2ccc(O)cc2)cc1
#12 COc1ccc(NC(=O)c2cc(-c3ccccc3)nc3c2cnn3C(C)C)c(OC)c1

Compound,7,8,9,10,11,12
HT1080-NT tox,?,0%,2%,6%,8.2µM*,-10%
SW480 rereplic,?,-64%[inhibitor],-708%[inhibitor],2%[9.22 µM],-20%,-4%
GLP1R inv ag,9%&21%,4%,14%,3%,?,?
KB-3-1 tox,?,2%,-8%,10%,-26%,-12%
GLP-1R agonist,11µM*,13%,6%,1%,14%,7%
GLP1R cytotox,?,3%,12%[1.53 µM],-2%,-2%,5%
TDP43 rescue,-23%&-20%,-9%,16%,-5%,3%,9%
KB-V1 MDR tox,?,-9%,-14%,8%,6%,-4%
HT1080 IDH1KD tx,-28%,-3%,14%,1%,?,3%

#13 Cc1cccc(NC(=O)CCc2nnc3ccc(NCc4ccco4)nn23)n1
#14 COc1cc(OC)cc(C(=O)NCC(=O)OCC(=O)c2cc(C)n(Cc3ccco3)c2C)c1
#15 NC(=NCc1ccco1)NC(=O)c1ccc(Cl)cc1
#16 N=C1SC(c2ccccc2)C(=O)N1c1ncc(Cc2ccccc2)s1 (centres undefined)
#17 O=C(NCc1cccs1)C1CCCN1C(=O)Nc1cccc(Cl)c1 (centres undefined)
#18 CCN(C(=O)c1cnc(N2CCOCC2)c2ccccc12)c1cc(C)ccc1C

Compound,13,14,15,16,17,18
HT1080-NT tox,0%,4%,6%,-13%,15%,.
SW480 rereplic,-12%,4%,-1%,1%,0%,.
GLP1R inv ag,3%,-7%,?,-2%,-23%,-30%
KB-3-1 tox,-4%,5%,1%,?,18%,-2%
GLP-1R agonist,9%,16%,16%,-20%,6%,.
GLP1R cytotox,2%,-10%,3%,-27%,-13%,-7%
TDP43 rescue,-1%,11%,5%,19%,-10%,0%
KB-V1 MDR tox,0%,-25%,15%,-26%,0%,-10%
HT1080 IDH1KD tx,-6%,-2%,-16%,-14%,14%,.

#19 CCn1nc(C(=O)Nc2ccc(S(=O)(=O)Nc3nccs3)cc2)c2ccccc2c1=O
#20 CCOC(=O)N1CCC(N(C(=O)Nc2ccccc2)C(C)CC)CC1 (centres undefined)
#21 COc1ccccc1-c1nc2ccc(Cl)cc2c(=O)n1O
#22 CC(C)(C)c1ccc(S(=O)(=O)NCC2CCCO2)cc1 (centres undefined)
#23 O=C(NN1C(=O)c2ccccc2NC1c1cccnc1)c1ccc([N+](=O)[O-])cc1 (centres undefined)
#24 O=C(NN1CCOCC1)c1ccccc1Br

Compound,19,20,21,22,23,24
HT1080-NT tox,-2%,0%,-7%,-15%,-16%,10%
SW480 rereplic,-5%,-2%,-3%,?,?,-5%
GLP1R inv ag,24%,-14%,9%,-1%,19%,1%
KB-3-1 tox,1%,-1%,0%,-10%,1%,9%
GLP-1R agonist,-3%,-7%,-7%,0%,-3%,-1%
GLP1R cytotox,67%[activator],11%,-3%,17%,6%,-10%
TDP43 rescue,-10%,-17%,-4%,14%,24%,-16%[1.82 µM]
KB-V1 MDR tox,4%,15µM*,5%,1%,?,0%
HT1080 IDH1KD tx,1%,3%,-11%,-5%,-3%,1%

3 of the compounds above, with values under each structure.
Value order – HT1080-NT tox, SW480 rereplic, GLP1R inv ag, KB-3-1 tox, GLP-1R agonist, GLP1R cytotox, TDP43 rescue, KB-V1 MDR tox, HT1080 IDH1KD tx
[20] CCOC(=O)N1CCC(N(C(=O)Nc2ccccc2)C(C)CC)CC1 (centres undefined)
    0%, -2%, -14%, -1%, -7%, 11%, -17%, 15µM*, 3%
[21] COc1ccccc1-c1nc2ccc(Cl)cc2c(=O)n1O
    -7%, -3%, 9%, 0%, -7%, -3%, -4%, 5%, -11%
[22] CC(C)(C)c1ccc(S(=O)(=O)NCC2CCCO2)cc1 (centres undefined)
    -15%, ?, -1%, -10%, 0%, 17%, 14%, 1%, -5%

The results go on:
#25 CCc1cc(CNC(=O)C2CCC(=O)N(Cc3ccc(Cl)cc3)C2)on1 (centres undefined)
#26 Cc1nc(SCC(=O)Nc2cccc(Cl)c2)n[nH]1
#27 Cn1c(N2CCN(S(=O)(=O)c3ccc(F)cc3)CC2)nc2ccccc21
#28 CCOc1ccc(CCNC(=O)C2CC(=O)N(C3CCCC3)C2)cc1OCC (centres undefined)
#29 O/N=C/c1ccccc1OCc1ccccc1Cl
#30 CCCCCC(=O)NC(=S)Nc1ccc(Cl)cn1

Compound,25,26,27,28,29,30
HT1080-NT tox,9%,17%,-17%,-5%,?,4%
SW480 rereplic,-43%[inhibitor],-3%[9.22 µM],3%,-8%,2%,1%
GLP1R inv ag,-19%,2%,0%,4%,-24%,?
KB-3-1 tox,4%,7%,4%,-6%,5%,-3%
GLP-1R agonist,5%,-1%,8%,0%,9%,3%
GLP1R cytotox,4%,-4%,-9%,-9%,6%,?
TDP43 rescue,-9%,-3%,2%,-14%,-14%,9%
KB-V1 MDR tox,-1%,5%,?,-1%,1%,-8%
HT1080 IDH1KD tx,-2%,18%,-20%,0%,-14%,2%

#31 COc1ccc(NS(=O)(=O)CC23CCC(CC2=O)C3(C)C)cc1 (centres undefined)
#32 Cc1ccc(NS(=O)(=O)c2cccs2)cc1S(=O)(=O)N1CCCCCC1
#33 Cc1ccccc1N(CC(=O)NCCc1ccccc1)C(=O)CCC(=O)Nc1ccccn1
#34 CNC(=O)c1cc2c(=O)n3cccc(C)c3nc2n(C(C)C)c1=N
#35 CCOc1ccc(C(=O)COC(=O)C2CCN(c3ccc(C(F)(F)F)cn3)CC2)cc1
#36 CCOc1ccc(NC(=O)CSc2nnc(CCNC(=O)c3ccc(OC)cc3)n2C)cc1

Compound,31,32,33,34,35,36
HT1080-NT tox,0%,-3%,-6%,-1%,5%,4%
SW480 rereplic,-3%,-9%,1%,?,-6%,-5%
GLP1R inv ag,0%,-29%,?,24%,-1%,35%[activator]
KB-3-1 tox,6%,7%,5%,4%,0%,-14%
GLP-1R agonist,-6%,1%,15%,-7%,-4%,22%
GLP1R cytotox,1%,5%,-12%,i,5%,6%
TDP43 rescue,-12%,-15%,-13%,-11%,-8%,-13%
KB-V1 MDR tox,?,5%,0%,4%,15%,6%
HT1080 IDH1KD tx,4%,-4%,-1%,-1%,-13%,-12%

#37 Cc1ccc(OCC(=O)Nc2ccncc2)c(C)c1
#38 COC(=O)c1ccc2c(c1)N(Cc1ccccc1)C(=O)c1ccccc1S2(=O)=O
#39 COc1cc2c(cc1NC(=O)CCCN1C(=O)CCC1=O)oc1ccccc12
#40 CC(NC(=O)CN1CCCC1)C12CC3CC(CC(C3)C1)C2 (centres undefined)
#41 CC(=O)c1cccc(Nc2nc(-c3cccc([N+](=O)[O-])c3)cs2)c1
#42 COC(=O)C1(c2ccccc2)NC(c2cccs2)C2C(=O)N(C)C(=O)C21 (centres undefined)
#43 O/N=C(\C[n+]1ccccc1)c1ccc(Br)cc1
#44 CCCOc1ccc(CC(CC(=O)O)(C(=O)O)C(=O)O)cc1

Compound,37,38,39,40,41,42,43,44
HT1080-NT tox,-1%,.,0%,-7%,-16%,5%,7%,22%
SW480 rereplic,-1%,.,8%,-7%,-4%,0%,-6%,-6%[9.22 µM]
GLP1R inv ag,4%,-5%,?,0%,?,?,-4%,5%
KB-3-1 tox,-12%,-21%,10%,-12%,-22%,-1%,?,14%
GLP-1R agonist,9%,.,0%,14%,4%,-10%,8%,3%
GLP1R cytotox,1%,-12%,4%,3%,6%,-28%,2%,-2%
TDP43 rescue,0%,-2%,16%,-10%,10%,-6%,-4%,-9%
KB-V1 MDR tox,3%,?,0%,-2%,0%,-4%,22%,5%
HT1080 IDH1KD tx,-1%,.,0%,-5%,?,4%,3%,5%

Screening results (PubChem)
